LDHA inh: inhibitors of human lactate dehydrogenase A. activity change, % (values are at about 110 or 230 µM). purified LDHA, NADH/diaphorase-resazurin fluorescence; active compounds read low. P00338. 480,000 compounds, 0.15% hits. AID 1347041; in the data active means activity change below about -30%; inconclusive means mostly about -25% to -30%;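 further: plate controls were DMSO wells for no effect and wells without enzyme for full effect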
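Human LDH5 at 2 nM final in Tris HCl pH 7.4 with 0.06 mM NADH and 0.2 mM pyruvate, reacted 5 minutes at room temperature. Remaining NADH coupled via diaphorase/resazurin; resorufin fluorescence read at 0 and 20 minutes, normalized to enzyme-free and DMSO wells.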
D1 PAM: human D1 dopamine receptor positive modulation; P21728; HEK293 TREx D1 cells, calcium flux, dopamine EC20 potentiation; potentiation, % at 10 µM; 360,000 compounds, 0.036% hits; AID 504651; in the data active means potentiation above about 30%; further: 0% is about no effect
D2 potentiator: D2 dopamine receptor (human) potentiation; P14416; HEK293 T-REx D2, calcium flux, EC20 dopamine potentiation; potentiation, % at 10 µM; 340,000 compounds, 0.34% hits; AID 485347;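 active means potentiation over 3 SD above the plate norm, cut at about 30% in these data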; further: 0% is about no effect
Target sequence (P14416 whole entry, looked up): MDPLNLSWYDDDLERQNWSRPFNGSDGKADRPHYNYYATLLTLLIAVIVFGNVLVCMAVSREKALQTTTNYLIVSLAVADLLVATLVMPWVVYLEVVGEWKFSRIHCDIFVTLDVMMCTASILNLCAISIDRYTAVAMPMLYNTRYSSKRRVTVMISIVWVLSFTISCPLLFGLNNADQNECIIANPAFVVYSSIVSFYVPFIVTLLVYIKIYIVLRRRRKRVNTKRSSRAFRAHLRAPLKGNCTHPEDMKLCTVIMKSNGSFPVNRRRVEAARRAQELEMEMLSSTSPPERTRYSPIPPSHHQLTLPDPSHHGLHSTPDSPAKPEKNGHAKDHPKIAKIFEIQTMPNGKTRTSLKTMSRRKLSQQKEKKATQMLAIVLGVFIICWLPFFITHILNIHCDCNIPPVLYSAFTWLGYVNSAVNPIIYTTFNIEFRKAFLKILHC
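Cells plated with tetracycline inducer and held overnight at 30 C; calcium dye loaded 30–90 min at room temperature; baseline taken, compound added and read 180 s; EC20 dopamine then added and read 180 s.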
Glioma ERSR ind: induces the endoplasmic reticulum stress response in human glioma cells; U87-MG GRP78 promoter luciferase reporter, 16 h; Potency, µM, for the others: top-dose activation, most hits filed as activators; 420,000 compounds, 0.02% hits; AID 602332; further: potency means the concentration at half of the fitted maximal effect; series mostly up to about 76 µM; % of control where 0% means no effect; nearly all actives have a fitted effect of over 35% in size
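Stably transfected U87-MG glioma cells carrying a GRP78-based luciferase sensor; 16 h compound incubation. Luminescence end-point read 10 min after Bright-Glo addition at room temperature.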
RXFP1 ag: agonists of human relaxin receptor RXFP1; Q9HBX9; HEK293T-RXFP1 cAMP TR-FRET, 30 min; response scale: percent of porcine relaxin response, buffer zero; Potency, µM (titrated, usually from 57.5 µM), inactives show top-dose activation, usual class: activators; 370,000 compounds, 0.3% hits; further: potency means the concentration at half of the fitted maximal effect; on the % scale 0 is the no-effect control and ±100 the full control effect; nearly all actives have a fitted effect of over 60% in size; many of its hits are not listed in these tables
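Agonist response is measured as cAMP accumulation in an RXFP1-transfected HEK293T line under PDE4 inhibition. Values are scaled between buffer-only and 29 nM porcine relaxin, and EC50s come from standard Hill equation fits.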
Vif-A3F inh: blocks the Vif interaction with APOBEC3F; HeLa A3F-eYFP + Vif (tagged APOBEC3F with the HIV-1 protein that degrades it), YFP fluorescence increase; 390,000 compounds, 0.2% hits; Potency, µM (series often up to 46.1 µM), inactives show top-dose activity, negative = active; further: potency means the concentration at half of the fitted maximal effect; % of control where 0% means no effect; nearly all actives have a fitted effect of over 65% in size
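Fluorescence increase (Ex 488/Em 500-530) after overnight compound treatment at 37 deg C flags inhibition of Vif-driven A3F-eYFP loss in stable HeLa A3F-eYFP/Vif cells seeded overnight beforehand.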
Vif-APOBEC3G blk: inhibitors of Vif-APOBEC3G interaction. Q9HC16. HeLa A3G-eYFP + Vif (tagged APOBEC3G with the HIV-1 protein that degrades it), YFP fluorescence, overnight. Potency, µM (series often up to 46.1 µM), without a hit: at the top dose activity, negative = active, actives largely listed as inhibitors. 410,000 compounds, 0.076% hits. AID 602310;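 further: potency means the concentration at half of the fitted maximal effect; on the % scale 0 is the no-effect control and ±100 the full control effect; nearly all actives have a fitted effect of over 60% in size; hits raise eYFP signal because A3G escapes Vif-driven loss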
Target sequence (Q9HC16 whole entry, looked up): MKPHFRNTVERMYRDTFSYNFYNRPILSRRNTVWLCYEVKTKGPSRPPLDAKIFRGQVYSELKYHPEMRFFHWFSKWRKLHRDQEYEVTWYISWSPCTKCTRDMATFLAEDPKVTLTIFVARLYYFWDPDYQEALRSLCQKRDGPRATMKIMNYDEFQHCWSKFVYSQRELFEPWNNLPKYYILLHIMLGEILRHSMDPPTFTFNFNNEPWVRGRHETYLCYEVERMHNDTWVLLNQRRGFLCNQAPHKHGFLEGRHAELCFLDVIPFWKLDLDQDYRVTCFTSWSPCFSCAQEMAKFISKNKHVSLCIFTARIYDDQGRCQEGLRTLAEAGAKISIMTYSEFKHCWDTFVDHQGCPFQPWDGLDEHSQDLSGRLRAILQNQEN
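Read-out is eYFP fluorescence (Ex 488/Em 500-530) from Vif-expressing HeLa A3G-eYFP cells; more signal means A3G escaped Vif-mediated degradation. Cells plated overnight, compound pinned in, incubated overnight at 37 deg C.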
D1 antag: antagonists of human D1 dopamine receptor; 360,000 compounds, 3.2% hits; activity change, negative = inhibition, % at 10 µM; P21728; HEK293 TREx D1 cells, calcium flux, dopamine EC80; active compounds read low; in the data active means activity change below about -30%; further: on the % scale 0 is the no-effect control and ±100 the full control effect
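Tetracycline-induced HEK293 T-REx cells with force-coupled D1 receptor were loaded with a no-wash calcium dye. Compound was added after a 10 s baseline and read kinetically for 180 s; EC80 dopamine was then added and calcium flux followed another 180 s.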
D1 agonist: activates the human D1 dopamine receptor | P21728 | HEK293 T-REx D1 cells, calcium flux, agonist mode | activation, % at 2 µM | 360,000 compounds, 1% hits | AID 504660; in the data active means activation above about 30%; further: 0% is about no effect
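Agonism was scored from calcium flux recorded over 180 s (1 read/s) after pintool compound addition, following a 10-cycle baseline. Cells were inducible force-coupled HEK293 TREx D1, plated overnight at 30 C and loaded with no-wash calcium dye.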
An asterisk follows results filed as active; u = inconclusive; x = not tested or not shown; & = joins results of further samples. Unless noted, the call rests on the fitted dose curve; in most records, active means well fitted curve in the direction sought with a large enough effect; inconclusive means small, poorly fitted or top-dose-only effect, or another doubt; inactive means no such curve, though single readings can be large; an effect the other way counts as inactive or inconclusive.

Fields – LDHA inh	D1 PAM	D2 potentiator	Glioma ERSR ind	RXFP1 ag	Vif-A3F inh	Vif-APOBEC3G blk	D1 antag	D1 agonist
CCCn1c(NC(=O)C2CCN(S(=O)(=O)c3cccs3)CC2)nc2ccccc21
→ -5	3	15	-10%	0.6%	2%	2%	-10	4
O=C(Nc1ccc(F)cc1)c1cc(S(=O)(=O)N2CCCCC2)cs1
→ -7	-5	-11	-4%	2.2%	-1%	2%	0	8
S=C(c1ccc(Br)cc1)N1CCN(Cc2ccccc2)CC1
→ 0	-1	-28	-2%	-0.3%	-10%	-9%	-7	1
NS(=O)(=O)c1ccc(CNC(=O)Cc2ccsc2)cc1
→ -2	x	x	-3%	x	4%	2%	x	x
O=C(CCSc1ccc(Cl)cc1)N1CCOCC1
→ -8	-3	7	-1%	1.1%	4%	-1%	-11	0
O=C(C1CCCN(Cc2cccs2)C1)N1CCCCCC1 (configuration not stated)
→ -18	3	-8	-5%	-1.1%	-1%	-1%	-21	0
Cc1cc(C)cc(NC(=O)c2ccc(NC(=O)C3C4CC5OC(=O)C3C5C4)cc2)c1 (configuration not stated)
→ -4	0	-4	-6%	0.3%	1%	1%	-5	0
COc1ccc(OCC(=O)N/N=C(/C)Cc2ccccc2)cc1
→ -5	-3	7	-4%	0.5%	3%	-6%	-9	-1
O=C1C=C(N2CCOCC2)c2ccccc2C1=O
→ 4	1	0	-14%	-2.1%	20%	3%	2	0
CCN(Cc1nc2cc(Cl)ccc2c(=O)[nH]1)C(=O)CN1C(=O)NC2(CCCCC2C)C1=O (configuration not stated)
→ -4	-5	4	-3%	0.3%	8%	-4%	-7	1
C=CC1(C)CN(Cc2ccco2)S(=O)(=O)c2c(F)cccc2O1 (configuration not stated)
→ -1	x	x	-2%	x	7%	-4%	x	x
COc1nc(-c2ccccc2)cc(C(F)(F)F)n1
→ 1	-5	8	-4%	0.1%	2%	0%	-12	0
COc1ccc(CNC(=O)CCCc2ccccc2)cc1
→ -6	0	-22	-4%	-1.3%	-8%	1%	-7	2
CCOC(=O)c1cccc(NC(=O)Cn2ncc3c(=O)oc4ccccc4c32)c1
→ -1	4	9	-6%	2.0%	-5%	1%	-3	2
CCOc1cc(CC(=O)N[C@@H](CC(C)C)c2ccccc2N2CCCCC2)ccc1C(=O)O
→ -3	0	x	-1%&-2%	0.3%	6%	-1%	15	0
Cc1ccc(C)c(NC(=O)CSc2nc3nccnc3c(=O)n2CCc2c[nH]c3ccccc23)c1
→ -17	-2	-9	0%	1.2%	7%	0%	0	2
Cc1cc(Nc2ccccc2Cl)n2nnnc2n1
→ 3	-1	-8	-3%	-0.1%	-8%	0%	3	0
O=C(Nc1nnc(CC(=O)N2CCOCC2)s1)C1COc2ccccc2O1 (configuration not stated)
→ -1	5	-2	1%	-1.2%	-1%	-4%	-1	2
O=C(NC1CCCCCC1)c1c(O)nc2sccn2c1=O
→ 5	5	-2	-1%	0.9%	-17%	0%	1	1
Cc1cnc(C(=O)OC(C)C(=O)Nc2ccccc2-c2ccccc2)cn1 (configuration not stated)
→ -10	3	2	-3%	0.4%	-18%	1%	-2	-1
COc1ccc(CNC(=O)c2cc(COc3c(F)cccc3F)on2)cc1OC
→ -5	-1	14	1%	-1.7%	0%	-10%	-6	18
O=C(c1ccccc1Nc1ccc(SC(F)F)cc1)N1CCCCC1
→ -1	4	-6	-5%	2.6%	-4%	-9%	-24	2
Cn1c(=O)n(C)c2cc(N3CCCC3)c(NC(=O)Nc3ccccc3)cc21
→ 4	-1	x	1%	-3.3%	-2%	-10%	-11	0
Cc1ccc(CNC(=O)Cn2cnc(S(=O)(=O)N3CCC(C)CC3)c2)o1
→ -3	2	13	-3%	-0.4%	-3%	-1%	20	1
CN1C(=O)N(C)c2cccc3cccc1c23
→ 3	-9	-5	-5%	-1.6%	0%	-6%	-16	1
CC(=O)c1ccc(OCC(=O)N(C)C2CCS(=O)(=O)C2)cc1 (configuration not stated)
→ -6	x	x	-2%	x	-4%	1%	x	x
CCCCCN(C(=O)CCC(=O)OCC(=O)N(C)Cc1ccc(C)cc1)c1c(N)n(CCCC)c(=O)[nH]c1=O
→ 3	2	-8	-4%	0.1%	1%	-2%	-7	2
CC(C)c1cc(C(=O)N2CCCC(CCC(=O)N3CCN(c4ccccn4)CC3)C2)no1 (configuration not stated)
→ -4	6	15	-2%	-3.6%	-15%	3%	-14	6
CSc1sc(C(=O)N2CCc3ccccc32)cc1S(=O)(=O)C(C)C
→ -2	-2	12	-2%	-2.1%	7%	1%	8	4
O=C(N/N=C/c1ccc(O)c(O)c1)NC12CC3CC(CC(C3)C1)C2
→ 22	5	-7	u	-1.7%	3%	-3%	30	3
CCOc1ccc(C2C(=O)N(C3CCCCCC3)CC(=O)N2CCC2=CCCCC2)cc1OC (configuration not stated)
→ -6	1	-12	-3%	-1.4%	1%	1%	6	0
O=C(Cn1c(=O)[nH]c2ccccc2c1=O)Nc1ccc2c(c1)OCO2
→ 4	0	x	-1%	1.4%	3%	-2%	-21	4
C=CCN1C=CC(=CC=C(C#N)C#N)C=C1
→ -2	-10	6	1%	-1.8%	u	u	-16	96*
COc1ccc([N+](=O)[O-])cc1NC(=O)c1cn(-c2ccc(C)c(C)c2)c(=O)c2ccccc12
→ 0	3	17	-3%	0.0%	3%	-8%	-20	1
CCn1c(CNC(=O)c2ccc(OC)cc2)nnc1SCC(=O)Nc1cccc(C)c1C
→ 2	3	-1	-3%	-1.9%	3%	-4%	1	2
Cc1ccc(/C=N/NC(=O)c2cccc([N+](=O)[O-])c2)o1
→ 2	-8	-7	1%	-0.1%	-14%	-5%	-5	1
O=C(Nc1ccc(S(=O)(=O)N2CCCC2)cc1)c1cccnc1
→ -6	1	-3	-2%	-1.7%	11%	1%	-3	3
CC(C)N1C(=O)c2ccccc2C1C(=O)NC1CCCCCC1 (configuration not stated)
→ 3	0	31*	-2%	-2.1%	-5%	0%	-19	2
CCc1cccc(NS(=O)(=O)c2ccc3c(c2)NC(=O)C(C)S3)c1 (configuration not stated)
→ 0	10	14	-6%	-1.4%	2%	0%	-14	17
O=C(Nc1ccc2c(c1)OCO2)c1ccc(Br)c(S(=O)(=O)N2CCCC2)c1
→ -2	-7	x	4%	0.1%	-2%	1%	-17	8
COc1cc(C(=O)COC(=O)c2cccs2)cc(OC)c1OC
→ -9	x	x	-3%	x	1%	0%	x	x
CC(=O)NCCc1ccc(S(=O)(=O)Nc2ccc(NC(=O)c3ccc(F)cc3)cc2)cc1
→ -1	-3	5	-12%	4.8%	u	2%	0	-2
C[C@@H]1CN([C@H](C)CO)C(=O)c2cc(-c3ccc(C(=O)N(C)C)cc3)cnc2O[C@@H]1CN(C)C(=O)c1cccnc1
→ -3	x	x	-2%	x	-1%	2%	x	x
COC(=O)c1ccccc1SCc1csc(C)n1
→ -5	12	8	-1%	0.0%	-10%	3%	1	0
Cc1ccc2nc(N3CCN(C(=O)c4ccco4)CC3)sc2c1
→ -7	-7	19	-2%	-0.1%	-1%	-2%	-1	6
O=C(CN(C(=O)c1csnn1)c1cccc(C(F)(F)F)c1)NCCc1ccccc1
→ -5	-7	-6	-4%	-3.4%	6%	-1%	0	0
CC(C)CC(NC(=O)C1CCCCC1)C(=O)N1CCN(c2ccccn2)CC1 (configuration not stated)
→ -2	-2	7	-1%	-0.5%	-4%	0%	0	2
Cc1c(N/C(=N/S(=O)(=O)c2ccc(Cl)cc2)c2ccccc2)c(=O)n(-c2ccccc2)n1C
→ x	-2	2	x	0.5%	x	x	-63*	2
Cc1ccc(N(C)S(=O)(=O)c2cccc(C(=O)NNC(=O)c3ccncc3)c2)cc1
→ -9	x	9	-1%	-0.3%	6%	2%	8	2
CCOC(=O)N1CCN(S(=O)(=O)c2ccc(OC)c(Cl)c2Cl)CC1
→ -4	8	-2	-2%	-1.2%	-10%	-5%	4	10

Further results.
Fields – LDHA inh	D1 PAM	D2 potentiator	Glioma ERSR ind	RXFP1 ag	Vif-A3F inh	Vif-APOBEC3G blk	D1 antag	D1 agonist
C[C@H](CO)N1C[C@H](C)[C@@H](CN(C)C(=O)c2ccccc2)OCc2cnnn2CCCC1=O
→ -4	x	x	4%	x	8%	2%	x	x
COCCNC(=O)c1c[nH]c2cc(OC)c(OC)cc2c1=O
→ 3	-2	2	-5%	2.2%	-6%	1%	-6	3
COc1ccc(-c2cc3ccccc3n2CC(O)CNCCO)cc1 (configuration not stated)
→ -16	x	x	-2%	0.2%	-8%	3%	x	x
CCCOc1ccc(N2C(=O)CC(N(CCc3ccc(S(N)(=O)=O)cc3)C(C)=O)C2=O)cc1 (configuration not stated)
→ -18	-7	3	1%	4.4%	0%	-1%	-2	1
Cc1cccc2c(C(=O)Nn3cnnc3)cc(-c3ccccc3Cl)nc12
→ -5	-1	-2	0%	0.0%	-2%	1%	-4	1
Cc1ccccc1N(Cc1cc(=O)[nH]c2ccccc12)C(=O)CCl
→ x	-1	1	x	-1.4%	x	x	2	1
Nc1ccnn1-c1ccccc1
→ -1	-9	-7	-4%	-1.4%	0%	-1%	10	5
O=C(/C=C/c1ccc(OC(F)F)cc1)Nc1cccc(S(=O)(=O)N2CCOCC2)c1
→ -2	-2	-9	8%	-0.1%	-8%	4%	-10	6
Cc1c(N2C(=O)C(C)SC23C(=O)Nc2ccccc23)c(=O)n(-c2ccccc2)n1C (configuration not stated)
→ -9	0	16	-1%	0.6%	-4%	0%	-16	1
CN(CCO)c1ccc(/C=N/Nc2nncc3ccccc23)cc1
→ 6	-2	7	-12%	2.8%	1%	0%	-8	3
COc1cc(/C=N/NC(N)=S)ccc1OCC(=O)Nc1ccc(C)cc1
→ 0	-4	12	-2%	2.6%	-5%	1%	6	1
COC(=O)c1ccc(Oc2cc(C)nc(Cl)n2)cc1
→ -3	-6	1	7%	3.1%	2%	1%	4	2

Source: PubChem BioAssay (National Center for Advancing Translational Sciences (NCATS))

Only part of the results is shown, so the mix of outcomes need not match the whole.
